MKP-3 inhibition: MKP-3 phosphatase inhibitors, primary screen, biochemical, rat enzyme, in vitro (AID 425). recombinant MKP-3 phosphatase activity, fluorescence; higher % means a stronger effect. 0.17% of 110,000 active. inhibition, % at 20 µM; hits with a dose series show IC50 in µM; in the data active = inhibition above about 50%;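 note: plate controls were vehicle for no effect and reference inhibitor for full effect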
Hsp70 displacement: small molecules displacing fluorescent ligand from Hsp70 – biochemical, fluorescence polarization, primary screen (AID 583); Hsp70 fluorescence polarization probe displacement, mP; higher % means a stronger effect; displacement, % at 20 µM; hits with a dose series show IC50 in µM; 0.06% of 140,000 active; in the data active = displacement above about 50%;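 note: plate controls were vehicle for no effect and reference ligand for full effect; a part of the inactive calls stands beside numbers as strong as those of hits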
* marks the source's active call; other numbers are inactive results; · = no result given; & = joins results of further samples. These rows are one share of the data (hit frequency here may not be typical).

SMILES | MKP-3 inhibition | Hsp70 displacement
O=C(NCCCCCNC(=O)c1ccco1)c1ccco1 | -1% | 5.9%
Cc1nn(-c2ccccc2)c(N2CCCC2)c1/C=N/O | · | 8.6%
Cc1cccc(N(CC(=O)NCc2ccc3c(c2)OCO3)C(=O)CCC(=O)Nc2ccccn2)c1C | -6% | -1.6%
CCc1ccc2[nH]c(=O)c(CN(Cc3ccco3)S(=O)(=O)c3ccc4c(c3)OCCO4)cc2c1 | 4% | 4.2%
Cc1cccc(N(C(=O)CNC(=O)c2ccco2)C(C(=O)NC2CCCC2)c2cccnc2)c1 (configuration not stated) | 0% | -1.9%
CC(C)(C)n1ncc2c(=O)n(CC(=O)N3CCCc4ccccc43)cnc21 | -8% | 6.9%
COc1cccc2c3c(c(C)nc12)CC(C)O3 (configuration not stated) | -4% | 4.0%
CC(C)c1ccc(N2C(=O)NC(=O)/C(=C/c3ccc(N(C)C)cc3)C2=O)cc1 | 3% | -0.9%
COc1cc(OC)cc(C(=O)N2CCN(C3CCN(Cc4ccccc4)CC3)CC2)c1 | 2% | 1.5%
COCCn1c(SCc2nc3sc(C(=O)OC)c(C)c3c(=O)[nH]2)nc2ccccc21 | -12% | -0.7%
CCCOc1ccc(C2C(C(=O)c3ccco3)=C(O)C(=O)N2CCN2CCOCC2)cc1OC (configuration not stated) | -6% | -1.1%
O=C(O)c1ccccc1Nc1nc2nc3ccccc3c(=O)n2cc1Br | 0% | -4.0%
Cc1nc(Oc2ccccc2)c2oc3ccccc3c2n1 | · | -1.6%
CN1C(=O)c2cccc(NC(=O)Cc3ccccc3)c2C1=O | -8% | ·
CCCCN(C(=O)Cn1nnc2ccccc21)C(C(=O)NCCOC)c1cccs1 (configuration not stated) | · | 4.7%
CCOC(=O)/C(=N\Nc1ccc(OC)cc1)c1csc(Nc2ccccc2)n1 | · | -4.9%
Cc1cccc(C(=O)Nc2ccc3nn(-c4ccc(F)cc4)nc3c2)c1 | 5% | -6.1%
CCOCCCNC(=O)C(NC(=O)c1cnccn1)c1ccc(C)cc1 (configuration not stated) | · | 6.2%
COc1ccccc1-n1c(O)c(C=Nc2ccccc2Cl)c(=O)[nH]c1=O | -3% | 1.0%
Cc1cc(/C=C2\C(=O)NC(=S)N(c3cccc(Cl)c3)C2=O)c(C)n1-c1cccnc1 | 3% | -9.3%

Reformatted with values ahead of the structure: five of the compounds above.
MKP-3 inhibition,Hsp70 displacement,structure
5%,-6.1%,Cc1cccc(C(=O)Nc2ccc3nn(-c4ccc(F)cc4)nc3c2)c1
·,-4.9%,CCOC(=O)/C(=N\Nc1ccc(OC)cc1)c1csc(Nc2ccccc2)n1
-8%,6.9%,CC(C)(C)n1ncc2c(=O)n(CC(=O)N3CCCc4ccccc43)cnc21
-1%,5.9%,O=C(NCCCCCNC(=O)c1ccco1)c1ccco1
-12%,-0.7%,COCCn1c(SCc2nc3sc(C(=O)OC)c(C)c3c(=O)[nH]2)nc2ccccc21

Profiles as entered above:
CCCCN(C(=O)Cn1nnc2ccccc21)C(C(=O)NCCOC)c1cccs1 (configuration not stated) is listed with MKP-3 inhibition: ·; Hsp70 displacement: 4.7%
Cc1cccc(N(C(=O)CNC(=O)c2ccco2)C(C(=O)NC2CCCC2)c2cccnc2)c1 (configuration not stated) is listed with MKP-3 inhibition: 0%; Hsp70 displacement: -1.9%
CN1C(=O)c2cccc(NC(=O)Cc3ccccc3)c2C1=O is listed with MKP-3 inhibition: -8%; Hsp70 displacement: ·

Other records follow.
SMILES | MKP-3 inhibition | Hsp70 displacement
CCn1c(N2CCN(C(=O)C34CC5CC(CC(C5)C3)C4)CC2)nc2ccccc21 | -5% | -0.3%
Cc1ccc(/C=N/Nc2nn[nH]n2)c2nsnc12 | 3% | 5.7%
CC(C)(C)n1nnnc1C(c1cccc(C#N)c1)N1CCCCCC1 (configuration not stated) | · | 3.1%
O=c1ccn(Cc2ccccc2Cl)cc1 | 0% | 2.7%
CN(CC(=O)NCc1ccccn1)S(=O)(=O)c1ccccc1 | · | -2.1%
Cn1c(=O)cc2c3c(c(N4CCCC4)ccc31)C(=O)c1ccccc1-2 | -1% | 18%
Cc1ccc(-c2ccccc2)n1-c1cccc(C(=O)O)c1 | 2% | -1.8%
COc1ccc(OCCCN2CCCCCC2)cc1 | · | 2.0%
Cc1nc2ccccc2c(=O)n1NCc1cccs1 | 5% | 1.2%
CCc1nc2oc(C(=O)c3ccccc3)c(N)c2c2c1COC(C)(C)C2 | -4% | 8.0%
C/C(=N\NC(=O)c1ccc(C)cc1)c1ccc(Cl)cc1 | 0% | -2.6%
c1ccc(C2=Nc3ccccc3NC(c3ccccc3)C2)cc1 (configuration not stated) | 3% | -2.5%
CN(C)c1ccc(NC(=O)c2ccccc2F)cc1 | -2% | 3.2%
CN(NC1CC(=O)N(c2cccc(Cl)c2)C1=O)c1ccccc1 (configuration not stated) | -4% | 4.2%
COc1ccc(CC(=O)Nc2ccc(O)c(-c3nc4cc(Cl)ccc4o3)c2)cc1OC | -3% | 6.0%
COc1ccccc1N1CCN(Cc2ccc(OC)c(OC)c2OC)CC1 | -8% | 1.9%
O=C(/C=C/c1cccc([N+](=O)[O-])c1)Nc1ccc(I)cc1Cl | 5% | 0.2%
COc1ccc(C(=O)NCC(=O)Nc2ccccc2)cc1OC | -3% | -0.6%
CSCCC(NC(=O)c1ccco1)C(=O)OCC(=O)Nc1ncc(Cl)c(C)c1Cl (configuration not stated) | · | 12%
CCn1c(=O)c2c(nc3n2CCCN3CCc2ccccc2)n(C)c1=O | 1% | 6.8%
CC1=NNC(=O)C1CC(=O)N/N=C/c1ccc(O)cc1 (configuration not stated) | 0% | 4.2%
COc1ccc2c(c1OC)C(=O)NC(C)=C(C(=O)OC(C)(C)C)C2O (configuration not stated) | -5% | 3.1%
COc1ccccc1NC(=O)C1C2C=CC3(CN(Cc4cccnc4)C(=O)C13)O2 (configuration not stated) | -4% | -1.5%
Cc1occc1-c1nnc(SCC(=O)N2CC(=O)Nc3ccccc32)n1CC(C)C | -2% | 1.6%
COc1cccc2cc(-c3csc(Nc4ccccc4C)n3)c(=O)oc12 | -3% | -3.7%
Cc1ccc2[nH]c(=O)c(-c3noc(-c4ccncc4)n3)cc2c1 | 0% | 5.4%
O=C1N=C(N2CCCC2)S/C1=C\c1ccc(O)cc1 | 2% | -3.5%
COc1ccc(OC)c(C2NC(=O)NC(C)=C2C(=O)OCc2ccc3c(c2)OCO3)c1 (configuration not stated) | 1% | 3.3%
COc1cccc(OC)c1C(=O)Nc1ccccc1N1CCCC1 | -9% | -2.2%
CCOC(=O)C(C)On1c(SC(C)C(=O)OCC)nc2ccccc2c1=O (configuration not stated) | -4% | 4.1%
CC1(C)CCCC2=C1CC1C(=O)NC(=O)C1C2 (configuration not stated) | 1% | 3.3%
CCN1C(=O)c2c(C)nc3ccccc3c2C1=O | 1% | 5.7%
CC1CCCCN1C(=O)Nc1ccccc1 (configuration not stated) | 0% | 3.5%
CCSC1=C(C#N)C(c2ccc(OC)c(OC)c2)CC(=O)N1 (configuration not stated) | -11% | 1.9%
Cc1cccc(C)c1NC(=O)Cn1c(=O)n(CCCC(=O)NCc2ccco2)c(=O)c2sccc21 | -8% | 1.2%
Cc1nn(Cc2cccc(C(=O)NCC(C)C)c2)c(C)c1Br | · | 2.5%
O=C(CSc1nc2ccccc2o1)Nc1ccc2c(c1)OCO2 | 1% | -1.3%
COc1ccc(N=Cc2c(O)c3ccccc3n2C(C)=O)cc1 | -2% | -15%
Cc1cc(C)c(NC(=O)c2c(-c3ccccc3)noc2C)c(C)c1 | 2% | 1.9%
O=c1c2[nH]c3ccccc3c2ncn1Cc1cccnc1 | -3% | -1.4%
Cc1ccc(/C=C2/SC(=S)N(C(C)C(=O)O)C2=O)cc1 (configuration not stated) | 0% | 0.9%
Cc1ccc(NC(=O)COc2ccc3oc4c(c3c2)CCCC4)nc1 | · | -2.4%
COc1cc(C(=O)Nc2cc(Cl)ccc2C)c(-n2cnnn2)cc1OC | 3% | 0.4%
CCCN(CCC)C(=O)Cn1ccc(=N)c2ccccc21 | 5% | 0.4%
COc1cc(C(=O)Nc2ccc(Oc3ccc(NC(=O)c4cc(OC)c(OC)c(OC)c4)cc3)cc2)cc(OC)c1OC | 6% | -3.3%
O=C(Nc1ccc(N2CCCCC2)c(Cl)c1)c1cccc2ccccc12 | 9% | -6.3%
Cc1ccc(OCC(=O)Nc2ccccc2-c2ccccc2)c(Br)c1 | 5% | -1.3%
COc1ccc(-c2cnnn2-c2ccc(NC(=O)c3ccco3)cc2)cc1OC | -8% | 6.1%
CC(C)(C)c1cc(/C=N/O)c(C(C)(C)C)s1 | -1% | 7.6%
O=C(CN(Cc1ccccc1Cl)C(=O)c1ccc(CN2CCOCC2)o1)NCC1CCCO1 (configuration not stated) | · | 5.2%
COc1cc(-c2nnn(CC(=O)N3CCOCC3)n2)cc(OC)c1OC | · | 2.5%
CC1CCCN(c2nc3c(c(=O)[nH]c(=O)n3C)n2CCSc2ncccn2)C1 (configuration not stated) | -3% | 1.6%
COc1ccc(C(=O)Nc2ccc3c(c2)OCCO3)cc1OC | 0% | -1.6%
CCOCC(=O)Nc1nnc(COc2ccc(Cl)cc2)s1 | -8% | 3.8%
Cc1cc(C)c2oc(-c3ccc(NC(=O)c4cccc([N+](=O)[O-])c4C)cc3)nc2c1 | 5% | -8.6%
N#CC1=C(SCC(=O)Nc2ccc(Cl)cc2)NC(=O)CC1c1ccccc1Cl (configuration not stated) | 4% | 3.3%
Cc1ccc2c(c1)c(C)cc(=O)n2CCC(=O)O | 0% | 3.8%
O=C(Nc1ccc(Cl)c(C(F)(F)F)c1)c1ccc(Br)cc1 | 1% | 3.2%
Cc1cc2nc(-c3cc(NC(=O)Cc4ccccc4)ccc3Cl)oc2cc1C | 2% | -3.0%
c1ccc(Oc2nc(N3CCOCC3)nc(N3CCOCC3)n2)cc1 | · | 5.2%
More results:
SMILES | MKP-3 inhibition | Hsp70 displacement
COC(=O)c1ccc(/C=C2/C(=O)NC(=O)N(c3cccc(C)c3)C2=O)cc1 | 2% | 4.6%
CCN(CC)S(=O)(=O)c1ccc2c(c1)OCCO2 | 2% | -1.6%
COc1ccc(C2=CSC(/N=C/c3ccc(F)cc3)=NN2)cc1 | · | -2.4%
CCSc1nnc(NC(=O)c2cc(C)on2)s1 | -10% | 6.6%
O=C(O)C1CCCN(S(=O)(=O)c2cccc3cccnc23)C1 (configuration not stated) | -4% | 11%
CN(C)CCC(=O)c1ccc2c(c1)OCO2 | -2%&1% | 4.7%&7.2%
O=C(CSc1ccccc1)Nc1ccccc1C(=O)O | · | 7.7%
O=C(CCSc1nc(-c2ccco2)cc(C(F)(F)F)n1)NCc1ccccn1 | 0% | -1.9%
Cc1cc(S(=O)(=O)NC2CCCCC2)c(C)s1 | 1% | -4.0%
CCOC(=O)Cc1csc(NC(=O)COc2ccccc2)n1 | -19% | 2.3%
CS(=O)(=O)N(CC(=O)NCc1ccc2c(c1)OCO2)c1ccc(Cl)cc1 | -2% | 2.8%
Cc1ccccc1CN(c1ccc(C(=O)Nc2ccccc2C(=O)N2CCCC2)cc1)S(C)(=O)=O | · | -3.0%
CC(C)(C)c1ccc(C(O)CCCN2CCC(C(O)(c3ccccc3)c3ccccc3)CC2)cc1 (configuration not stated) | 12% | 4.7%
CCC(=O)c1ccc(N2CCN(CCC#N)CC2)c(F)c1 | 1% | 3.7%
Cc1cc(N2C(=O)NC(=O)/C(=C\C=C\c3ccco3)C2=O)ccc1Br | 7% | -6.1%
CC(=O)Nc1ccc(C(=O)N2CCCC2)cc1 | · | -2.6%
CCC(C)OC(=O)c1cccc(-c2ccc(OC(C)=O)cc2)c1 (configuration not stated) | 1% | -0.7%
Cc1ccc(Cn2c(Sc3ncccn3)nc3c2c(=O)[nH]c(=O)n3C)cc1 | -4% | -1.0%
CS(=O)(=O)N1CCCC(c2nc(-c3ccc(S(=O)(=O)NCc4ccccc4)cc3)no2)C1 (configuration not stated) | -5% | 2.1%
O=C(CCN1C(=O)/C(=C/c2cccs2)SC1=S)NC12CC3CC(CC(C3)C1)C2 | 3% | -4.5%
CCCOc1ccc(N/C=C/C(=O)c2ccc(Br)cc2)cc1 | 3% | 2.7%
COc1cc(/C=C2/C(=O)NN(c3ccc(C)c(C)c3)C2=O)cc(I)c1O | 7% | -2.5%
CC(Oc1ccc(C(=O)NC2CCCCC2)cc1)C(=O)O (configuration not stated) | -5% | 3.5%
Cc1conc1NC(c1cccs1)c1ccc2cccnc2c1O (configuration not stated) | 10% | 1.9%
COCCNC(=O)c1ccccc1-c1nc(-c2ccccc2OC)no1 | -16% | -3.2%
COc1cc(C2CC(=O)Nc3c2ccc2ccccc32)cc(OC)c1OC(C)=O (configuration not stated) | 1% | 1.0%
O=C(Cc1ccccc1)NCCSCc1ccco1 | -2% | ·
COc1ccc(OCC(=O)NC2CC(C)(C)NC(C)(C)C2)cc1 | 5%&0% | 4.8%&2.9%
COC(=O)c1c(C)oc2ccc(NS(=O)(=O)c3cc(OC)ccc3OC)cc12 | 0% | -2.3%
Cc1ccc(-c2nc(CS(=O)(=O)CC(=O)N3CCCCCC3)c(C)o2)cc1 | -6% | -2.0%
CCCc1cc(=O)[nH]c(SCC(=O)C(C)(C)C)n1 | · | 4.3%
CC(C)C1C(C#N)(C#N)C(C#N)=C(N)C1(C)[N+](=O)[O-] (configuration not stated) | 6% | 1.4%
